Source: PubChem BioAssay
POLH inh – inhibitors of human DNA polymerase eta | Q9Y253 | recombinant Pol eta, fluorescent DNA replication assay | Potency, µM (titrated, usually from 114 µM), without a hit: at the top dose activity change, negative = inhibition, hits mostly inhibitors | 390,000 tested, 1.2% active | AID 588591; also: potency is read from the fitted curve at half-maximal effect; % is scaled to controls: 0 for no effect and ±100 for the full control effect
Target sequence (Q9Y253 whole entry, looked up): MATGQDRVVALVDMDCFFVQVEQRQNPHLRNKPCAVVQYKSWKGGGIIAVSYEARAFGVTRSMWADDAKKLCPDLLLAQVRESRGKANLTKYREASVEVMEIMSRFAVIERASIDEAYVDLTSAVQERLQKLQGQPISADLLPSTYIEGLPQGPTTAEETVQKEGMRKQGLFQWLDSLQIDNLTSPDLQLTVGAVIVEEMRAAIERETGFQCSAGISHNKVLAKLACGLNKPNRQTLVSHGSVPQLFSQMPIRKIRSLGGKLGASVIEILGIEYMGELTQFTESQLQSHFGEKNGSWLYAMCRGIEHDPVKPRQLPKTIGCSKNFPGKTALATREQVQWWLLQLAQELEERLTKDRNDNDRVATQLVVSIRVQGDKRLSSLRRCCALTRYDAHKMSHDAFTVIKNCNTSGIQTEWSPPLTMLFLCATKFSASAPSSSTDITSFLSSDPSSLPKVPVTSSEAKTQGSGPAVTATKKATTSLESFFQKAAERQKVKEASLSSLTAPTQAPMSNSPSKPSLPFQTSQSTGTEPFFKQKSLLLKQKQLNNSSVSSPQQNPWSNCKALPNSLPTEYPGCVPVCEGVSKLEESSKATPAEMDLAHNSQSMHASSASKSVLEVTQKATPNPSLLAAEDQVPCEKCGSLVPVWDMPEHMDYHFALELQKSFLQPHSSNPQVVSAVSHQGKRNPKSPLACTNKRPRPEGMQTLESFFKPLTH
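Fluorescent replication assay: 50 nM final substrate added after a 15 min room-temperature compound preincubation with 10 nM enzyme. Signal taken at 0 min and again at 10 min.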
POLK inh – DNA polymerase kappa (human) inhibition; purified Pol kappa, fluorescent DNA synthesis assay, 10 min; Q9UBT6; 400,000 tested, 0.53% active; Potency, µM (doses to about 107 µM), for the others: at the highest dose activity, negative = inhibition, usual class: inhibitors; also: potency is read from the fitted curve at half-maximal effect; % is scaled to controls: 0 for no effect and ±100 for the full control effect
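50 nM final substrate added after 15 min RT preincubation of 10 nM Pol kappa with compound; fluorescence read at 0 and 10 min.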
APE1 inh – APE1 (human) endonuclease inhibition | P27695 | recombinant APE1, TAMRA/BHQ-2 abasic DNA cleavage fluorescence | Potency, µM (series often up to 65.8 µM), for the others: top-dose activity change, negative = inhibition, usual class: inhibitors | 350,000 tested, 0.35% active;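 also: potency is read from the fitted curve at half-maximal effect; plate controls were vehicle for no effect and reference inhibitor for full effect; nearly all actives have a fitted effect of over 55% in size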
Target sequence (P27695 whole entry, looked up): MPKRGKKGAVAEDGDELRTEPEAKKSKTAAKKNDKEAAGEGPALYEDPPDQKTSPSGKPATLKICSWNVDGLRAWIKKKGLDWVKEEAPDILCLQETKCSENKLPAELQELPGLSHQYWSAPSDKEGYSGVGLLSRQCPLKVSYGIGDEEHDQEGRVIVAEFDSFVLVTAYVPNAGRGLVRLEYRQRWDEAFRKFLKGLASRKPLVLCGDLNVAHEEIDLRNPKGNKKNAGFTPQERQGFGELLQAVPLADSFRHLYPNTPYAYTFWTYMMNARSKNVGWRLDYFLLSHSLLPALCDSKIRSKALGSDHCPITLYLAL
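Activity was derived from the fluorescence gain between first and third kinetic reads (60 s intervals, ex 525/em 598 nm) after 50 nM THF-abasic TAMRA/BHQ-2 duplex was added to 0.75 nM APE1 preincubated 15 min with compound.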
LDHA block – LDHA (human) enzyme inhibition; 480,000 tested, 0.15% active; activity change, % (values are at about 110 or 230 µM); AID 1347041; P00338; purified LDHA, NADH/diaphorase-resazurin fluorescence; stronger effect = lower value; in the data active = activity change below about -30%; inconclusive = mostly about -25% to -30%;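 also: plate controls were DMSO wells for no effect and wells without enzyme for full effect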
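LDH5 2 nM; NADH 0.06 mM, pyruvate 0.2 mM; 200 mM Tris pH 7.4, EDTA, Tween-20; 5 min RT. Detection: diaphorase 0.133 mg/mL + resazurin 37 µM, fluorescence ex540/em590 at 0 and 20 min; normalized to enzyme-free and DMSO wells.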
BLM helicase inh – inhibitors of human Bloom syndrome helicase BLM | recombinant BLM DNA unwinding, fluorescence dequenching | Potency, µM (doses to about 56.1 µM), inactives show at the highest dose activity change, negative = inhibition, usual class: inhibitors | 350,000 tested, 0.2% active | AID 2528;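 also: potency is read from the fitted curve at half-maximal effect; plate controls were vehicle for no effect and no enzyme for full effect; nearly all actives have a fitted effect of over 35% in size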
Anesthetic bind – binds horse apoferritin like a general anesthetic | Potency, µM (titrated, usually from 77.5 µM), inactives show at the highest dose activity change, negative = displacement, most hits filed as inhibitors | apoferritin/1-aminoanthracene competitive binding, fluorescence | P02791 | 350,000 tested, 0.074% active; also: potency is read from the fitted curve at half-maximal effect; % is scaled to controls: 0 for no effect and ±100 for the full control effect; nearly all actives have a fitted effect of over 20% in size
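Probe: 1-aminoanthracene (50% saturated, PBS). Protein: horse-spleen apoferritin, 10 uM. Incubation: 10 min, room temperature. Detection: 380 nm excitation, 535 nm emission. Analysis: normalized response, four-parameter Hill.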
Pol beta inh – inhibitors of human DNA polymerase beta; P06746; 340,000 tested, 1.3% active; AID 485314; Pol beta primer extension/strand displacement, fluorescence kinetic; Potency, µM (doses to about 114 µM), for the others: at the highest dose activity change, negative = inhibition, usual class: inhibitors; also: potency is read from the fitted curve at half-maximal effect; % is scaled to controls: 0 for no effect and ±100 for the full control effect
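Reaction started by 50 nM substrate onto compound-treated Pol beta (10 nM, 15 min preincubation, room temperature); plates read at 0 min and 10 min. Normalized concentration-effect data fitted by four-parameter Hill equation.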
GRP78 ERSR act – induces the endoplasmic reticulum stress response in human glioma cells; Potency, µM, inactives show at the top dose activation, most hits filed as activators; 420,000 tested, 0.02% active; U87-MG GRP78 promoter luciferase reporter, 16 h; also: potency is read from the fitted curve at half-maximal effect; series mostly up to about 76 µM; % of control where 0% means no effect; nearly all actives have a fitted effect of over 35% in size
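Stably transfected U87-MG glioma cells carrying a GRP78-based luciferase sensor; 16 h compound incubation. Luminescence end-point read 10 min after Bright-Glo addition at room temperature.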
Pol iota inh – DNA polymerase iota (human) inhibition; Pol iota fluorescent replication assay, 10 min; Potency, µM (doses to about 115 µM), for the others: at the top dose activity, negative = inhibition, most hits filed as inhibitors; AID 588590; Q9UNA4; 390,000 tested, 1% active; also: potency is read from the fitted curve at half-maximal effect
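Fluorescent replication assay read twice, at 0 min and 10 min after adding 50 nM (final) substrate. Enzyme (10 nM) and compounds were first incubated 15 min at room temperature; enzyme-free buffer wells were negative controls.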
Active calls of the source: *; u = inconclusive; x = no result given; & = joins results of further samples; [ ] = remark or other dose. Unless noted, calls follow the shape of the dose curve; as a rule, active = well fitted curve in the direction sought with a large enough effect; inconclusive = small, poorly fitted or top-dose-only effect, or another doubt; inactive = no such curve, though single readings can be large; an effect the other way counts as inactive or inconclusive.

SMILES | POLH inh | POLK inh | APE1 inh | LDHA block | BLM helicase inh | Anesthetic bind | Pol beta inh | GRP78 ERSR act | Pol iota inh
CCCSc1nnc(N2C(=O)C(O)=C(C(=O)c3ccco3)C2c2ccccc2F)s1 (stereo unspecified) | -13% | -8% | -34% | 2 | -6% | u | 24% | -1% | u
COC(=O)C1CCN(C(=O)NC2CCCCC2)CC1 | -4% | -3% | 3% | -6 | -1% | -9% | u | -3% | 27%
O=C(CN1C(=O)c2ccccc2S1(=O)=O)N1CCN(c2ccccc2F)CC1 | -9% | -2% | 15% | -13 | 2% | -5% | -2% | -8% | 12%
O=C(Nc1ccc2c(c1)OCCO2)c1c(F)cccc1F | -9% | -3% | 1% | -2 | 0% | 0% | -3% | 8% | -2%[58.9 µM]
Cc1ccc(NC(=O)[C@H](NC(=O)[C@@H]2Cc3ccccc3CN2)c2ccccc2)c(C)c1 | -21% | -9% | -3% | 0 | -5% | -11% | 29% | 0% | 36%[activator]
Cc1ccc(-n2c(Cc3cccc4ccccc34)n[nH]c2=S)c(C)c1 | 3% | 2% | 4% | -6 | -9% | -15% | 25% | -6% | -8%
FC(F)(F)c1cc(-c2cccs2)nc2nc(N3CCOCC3)sc12 | 7% | -9% | 1% | -11 | -8% | -1% | 6% | -2% | 71%[activator]
CCCCOC(=O)C1=C(C)Nc2ncnn2C1c1cccc(OC)c1OC (stereo unspecified) | -10% | -11% | -4% | -5 | -2% | -4% | -8% | -1% | 10%
COC(=O)c1ccc(N2C(=O)CC(SCC(=O)Nc3ccc(OC)cc3)C2=O)cc1 (stereo unspecified) | -18% | 4% | 20% | -4 | 0% | -7% | 18% | -4% | 16%
COc1ccc(CCNC(=O)[C@H](C)N2C(=O)N3CCc4c([nH]c5ccccc45)[C@@]3(C)C2=O)cc1OC | -15% | -5% | 28% | -1 | -2% | u | 6% | 0% | 10%
O=C(COc1ccccc1)NCc1ccc2c(c1)CCN2C(=O)c1ccccc1 | -29% | -4%[60.1 µM] | x | -4 | 1% | -13% | -2% | -4% | 16%
CCOc1ccc(NC(=O)C2CCCN(S(C)(=O)=O)C2)cc1 (stereo unspecified) | -5% | -10% | 20% | 0 | -2% | 7% | 9% | -1% | 32%[activator]
COc1ccc(CC(NC(C)=O)C(=O)NC2CCN(C(=O)c3cccc(Cl)c3)CC2)cc1OC (stereo unspecified) | -17% | 6% | 1% | -3 | -1% | -2% | 80% | -3% | -4%
O=C(CN1C(=O)COc2ccc(S(=O)(=O)NC3CCCC3)cc21)NCc1ccc(Cl)cc1 | -14% | -4% | x | 0 | -1% | 1% | -14% | -2% | 21%
CCN(C(=O)CSc1nnc(-c2cccs2)n1CC)C1CCS(=O)(=O)C1 (stereo unspecified) | -20% | -2% | -3% | -2 | -3% | -7% | -19% | -3% | -1%
COc1ccc(Nc2nc(Cl)nc(N3CCN(c4ccc(OC)cc4)CC3)n2)cc1 | x | x | 1% | x | -7% | -12% | -1% | x | x
COc1ccc(-n2c(=O)cc(N3CCN(c4ccccc4F)CC3)[nH]c2=O)cc1 | 2% | 5% | -2% | -2 | -2% | 7% | -18% | -1% | 18%
Cc1cc(=O)n2[nH]c(C(F)(F)F)c(-c3ccccc3)c2n1 | 2% | -3% | -11% | -11 | -2% | 4% | 12% | -3% | -4%
CCCCc1ccc(NC(=O)CSc2nc3ccccc3nc2N2CCOCC2)cc1 | u | -7% | x | 0 | -12% | -6% | 1% | -1% | -9%
COc1ccccc1N1CCN(C(=O)Cn2cnc3sc(C)c(S(=O)(=O)N4CCC(C)CC4)c3c2=O)CC1 | -7% | 6% | x | -5 | 3% | -7% | -1% | -2% | 8%
CCn1c(=O)c([N+](=O)[O-])c(NCc2ccc3c(c2)OCO3)c2ccccc21 | -7% | -7% | -1% | -11 | -4% | -5% | -1% | 0% | -10%
O=C1N[C@H](Cc2ccccc2)CO1 | -10% | 6% | 47%[activator] | -3 | x | x | x | -3% | 11%
CCN(CC)S(=O)(=O)N1CCC(C(=O)NC2CCCc3ccccc32)CC1 (stereo unspecified) | -12% | 0% | 10% | -2 | 2% | 8% | 3% | -3% | -9%[58.9 µM]
CC(=O)n1nc(-c2cccnc2)nc1N | 1% | -4% | -1% | -7 | 0% | -3% | 15% | -2% | -14%
COc1ccc(Nc2nc(N)nc(CSc3n[nH]c(-c4ccccc4)n3)n2)cc1 | -7% | -22% | -3% | -1 | -4% | -14% | -3% | -2% | 2%

Of the compounds above, these have fluorine:
SMILES | POLH inh | POLK inh | APE1 inh | LDHA block | BLM helicase inh | Anesthetic bind | Pol beta inh | GRP78 ERSR act | Pol iota inh
CCCSc1nnc(N2C(=O)C(O)=C(C(=O)c3ccco3)C2c2ccccc2F)s1 (stereo unspecified) | -13% | -8% | -34% | 2 | -6% | u | 24% | -1% | u
O=C(CN1C(=O)c2ccccc2S1(=O)=O)N1CCN(c2ccccc2F)CC1 | -9% | -2% | 15% | -13 | 2% | -5% | -2% | -8% | 12%
O=C(Nc1ccc2c(c1)OCCO2)c1c(F)cccc1F | -9% | -3% | 1% | -2 | 0% | 0% | -3% | 8% | -2%[58.9 µM]
FC(F)(F)c1cc(-c2cccs2)nc2nc(N3CCOCC3)sc12 | 7% | -9% | 1% | -11 | -8% | -1% | 6% | -2% | 71%[activator]
COc1ccc(-n2c(=O)cc(N3CCN(c4ccccc4F)CC3)[nH]c2=O)cc1 | 2% | 5% | -2% | -2 | -2% | 7% | -18% | -1% | 18%
Cc1cc(=O)n2[nH]c(C(F)(F)F)c(-c3ccccc3)c2n1 | 2% | -3% | -11% | -11 | -2% | 4% | 12% | -3% | -4%

(continued)
SMILES | POLH inh | POLK inh | APE1 inh | LDHA block | BLM helicase inh | Anesthetic bind | Pol beta inh | GRP78 ERSR act | Pol iota inh
CNC(=O)C(=O)NCCN1CCN(C(=O)c2ccc([N+](=O)[O-])cc2)CC1 | -17% | -37% | 37%[activator] | -3 | 3% | -1% | 30% | 2% | u
CCOc1ccc(CNc2nc3ccccc3n2CCN2CCOCC2)cc1 | 0% | 3% | u | -1 | 4% | -7% | -1% | -4% | 4%
O=C(Nc1ccc(NC(=O)c2ccco2)nc1)c1ccccn1 | 10% | -12% | -6% | -5 | 0% | -4% | 0% | -14% | u
Cc1cc(C)c2cc(C(=O)N(C)C3CCN(C)CC3)[nH]c2c1 | -4% | 7% | 0% | -3 | 2% | 7% | 13% | -5% | 38%[activator]
COc1cc2c(cc1OC)C(COc1ccc(F)cc1)N(C(=O)c1cccc(F)c1)CC2 (stereo unspecified) | -24% | -4%[60.1 µM] | x | 2 | -11% | -6% | 2% | -4% | 4%
CCn1c(SCC(=O)N2CCCCC2C)nc2ccsc2c1=O (stereo unspecified) | -3% | -8% | 1% | -5 | 1% | -14% | 9% | 0% | 3%
CCC(CC)C(=O)Nc1cccc(/C(C)=N/NC(=O)c2ccccc2Cl)c1 | -15% | -3% | -1% | -5 | -7% | -19% | 2% | 0% | u
CCn1nc(C)cc1C(=O)Sc1ccc(Cl)cc1Cl | -2% | -7% | -3% | -11 | -3% | 3% | -6% | 2% | u
CCC(=O)Nc1ccc(S(=O)(=O)Nc2ncccn2)cc1 | 8% | 2% | 6% | -3 | 1% | -8% | 7% | -7% | 6%
CCCOc1ccc(N2CC(C(=O)NC3=NCCS3)CC2=O)cc1 (stereo unspecified) | -18% | 0% | 5% | 0 | -2% | -19% | 1% | -2% | 18%
O=c1c2cnn(-c3ccccc3)c2ncn1Cc1ccco1 | 2% | -3% | -1% | -4 | -1% | -1% | -1% | 1% | 16%
COc1cccc(CNCCSc2nnnn2-c2ccccc2)c1OC | -22% | -8% | x | 4 | 4% | -4% | 2% | -3% | 14%
C/C(CC(=O)NC1CCCC1)=N\NC(=O)C1CCCCC1 | -16% | -2% | 5% | -3 | 1% | -6% | 88% | 3% | 92%[activator]
CCCCCCCn1c2c(c(=N)c3ccccc31)CCC2 | -6% | 6% | 0% | -17 | 52%[activator] | -22% | 5% | -2% | 30%[activator]
COc1ccc(C(=O)Nc2ccccc2)cc1NC(=O)c1ccc([N+](=O)[O-])cc1 | -4% | -9% | 1% | -3 | -5% | u | 27% | -1% | 4%
CCCCCCc1cc2cc(C(N)=O)c(=N)oc2cc1O | x | x | -7% | x | -9% | 172%[activator] | 32µM* | x | x
O=C(CN1C(=O)COc2ccccc21)NC1CCCC1 | -15% | 3% | -3% | 0 | -1% | -13% | 12% | -2% | 11%
C[N+](C)(C)CCOP(=O)(O)OP(=O)([O-])OC[C@H]1O[C@@H](n2ccc(N)nc2=O)[C@H](O)[C@@H]1O | -19% | 2%[60.1 µM] | 7%&-4% | -5 | -4% | 2% | 39% | 0%&-2% | 10%
O=c1[nH]cnc(O)c1C1C=CC=CC=C1 | 3% | -13% | x | 0 | x | x | x | -7% | 41%[activator]
Cc1ccc(C(=O)OCC(=O)Nc2ccccc2C(F)(F)F)cc1S(=O)(=O)N1CCCCC1 | -24% | -6% | 0% | -3 | x | x | x | -3% | 19%
O=C(Cn1cc(-c2nnnn2-c2ccc(Cl)cc2)c(=O)c2ccccc21)c1ccccc1 | 7% | -17% | 13% | -6 | -3% | -23% | 9% | -3% | 1%
Cc1sc2ncn(CC(=O)N3CCN(c4ccc(F)cc4)CC3)c(=O)c2c1S(=O)(=O)N1CCC(C)CC1 | -1% | -2% | x | -2 | -3% | -20% | -3% | 0% | 1%
COc1cccc(CN(Cc2ccco2)c2cnc(S(C)(=O)=O)nc2C(=O)Nc2cccc(Cl)c2C)c1 | -18% | -17% | x | -3 | -11% | -17% | -15% | -4% | 14%
COc1cc(NC(=O)CN2CCN(CC(=O)Nc3ccccc3OC)CC2)cc(OC)c1 | -13% | -46% | 3% | -7 | 0% | 1% | 0% | -1% | 6%
Cc1nc2nc[nH]n2c(=O)c1NC(=O)c1c(-c2ccccc2Cl)noc1C | -7% | -5% | u | -7 | 2% | 5% | -18% | -3% | 6%
COc1ccc(C)cc1Nc1n[n+](-c2ccccc2)c(-c2cccc(Cl)c2Cl)s1 | -21% | 3% | -2% | -5 | -9% | -16% | 1% | -6% | 12%

The list is partial; count on the stated rates, not on these rows.
